# mcGAS inh: cyclic GMP-AMP synthase inhibitors, mouse, primary biochemical chemiluminescence; Q8C6L5; recombinant cGAS, Kinase-Glo ATP depletion luminescence; inhibition, % at 12.5 µM; 0.15% of 160,000 active; AID 1259399, 2018;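 note: 0% = negative control wells and 100% = reference inhibitor with no enzyme activity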
# hcGAS lum: Primary biochemical luminescence assay for human cyclic GMP-AMP synthase inhibitors; recombinant h-cGAS, ATP depletion, Kinase-Glo luminescence; inhibition, % at 12.5 µM; 0.081% of 290,000 active;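 note: 0% = vehicle reaction and 100% = reaction without DNA for no activity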
# Target sequence (Q8N884 whole entry, looked up): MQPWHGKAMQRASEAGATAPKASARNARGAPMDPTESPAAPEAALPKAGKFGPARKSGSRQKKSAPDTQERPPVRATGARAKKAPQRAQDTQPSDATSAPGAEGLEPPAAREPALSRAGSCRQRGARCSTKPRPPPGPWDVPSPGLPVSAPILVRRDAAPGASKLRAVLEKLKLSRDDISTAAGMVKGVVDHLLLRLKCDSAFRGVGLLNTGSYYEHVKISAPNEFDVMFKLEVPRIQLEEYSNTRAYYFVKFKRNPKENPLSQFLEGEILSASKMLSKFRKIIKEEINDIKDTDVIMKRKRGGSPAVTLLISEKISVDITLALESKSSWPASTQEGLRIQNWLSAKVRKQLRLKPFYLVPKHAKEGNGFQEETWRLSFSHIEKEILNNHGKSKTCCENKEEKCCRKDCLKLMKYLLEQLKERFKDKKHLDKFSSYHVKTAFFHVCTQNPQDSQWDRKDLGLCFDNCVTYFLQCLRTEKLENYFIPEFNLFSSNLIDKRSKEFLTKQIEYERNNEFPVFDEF
# NPYLR7 ag: agonists of mosquito NPYLR7 receptor, primary screen, cell-based, Aedes aegypti, calcium fluorescence, mosquito biting behavior; Aedes aegypti neuropeptide Y-like receptor 7 (NPYLR7); HEK293T NPYLR7/Galpha15, GCaMP6s calcium fluorescence; activation, % at 10 µM; 0.15% of 270,000 active; in the data active = activation above about 40%;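 note: 0% = vehicle and 100% = reference agonist at the receptor; some compounds past the cut are filed as inactive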
# * hit, by the source's call; . = no result given; & = joins results of further samples. Cut-off read from the data, not from the text of the source, unless noted: active = inhibition above about 40%; inactive = the rest. Rows were taken by chance. Share with any hit: about 0.29%.
# Start of the data: the first 7 records, to show the layout:
No.	mol	mcGAS inh	hcGAS lum	NPYLR7 ag
1	Cc1ccccc1C(=O)N1C(C(=O)NCc2ccccc2)COC12CCN(C(=O)c1ccccc1Cl)CC2 (stereo unspecified)	-3.8	-1.6	2.2
2	Cc1cc(C)n(CCn2ccnc2-c2nc(C(C)C)cs2)n1	-11.5	-5.6	-2.1
3	O=C(O)c1ccc(N2C(=O)/C(=C/c3ccc(-c4cc(Cl)ccc4Cl)o3)C=C2c2ccccc2)cc1	-4.0	-4.4	-0.8
4	Cc1oc2cc(O)ccc2c(=O)c1Oc1ccccc1	-3.5	-2.6	-0.8
5	CCN(CC)S(=O)(=O)c1ccc(C(=O)Nc2c3c(nn2-c2cccc(C)c2C)CSC3)cc1	.	-4.6	1.5
6	Cc1cccc(CN(CCC(C)C)CC(O)COc2ccc(Cl)cc2)c1 (stereo unspecified)	-3.8	-3.1	21.4
7	O=C1c2ccccc2C(=O)N1CC(=O)N(Cc1ccccc1)c1cccc([N+](=O)[O-])c1	1.0	8.7	-8.2

# Results, previewed entries included:
No.	mol	mcGAS inh	hcGAS lum	NPYLR7 ag
1	Cc1ccccc1C(=O)N1C(C(=O)NCc2ccccc2)COC12CCN(C(=O)c1ccccc1Cl)CC2 (stereo unspecified)	-3.8	-1.6	2.2
2	Cc1cc(C)n(CCn2ccnc2-c2nc(C(C)C)cs2)n1	-11.5	-5.6	-2.1
3	O=C(O)c1ccc(N2C(=O)/C(=C/c3ccc(-c4cc(Cl)ccc4Cl)o3)C=C2c2ccccc2)cc1	-4.0	-4.4	-0.8
4	Cc1oc2cc(O)ccc2c(=O)c1Oc1ccccc1	-3.5	-2.6	-0.8
5	CCN(CC)S(=O)(=O)c1ccc(C(=O)Nc2c3c(nn2-c2cccc(C)c2C)CSC3)cc1	.	-4.6	1.5
6	Cc1cccc(CN(CCC(C)C)CC(O)COc2ccc(Cl)cc2)c1 (stereo unspecified)	-3.8	-3.1	21.4
7	O=C1c2ccccc2C(=O)N1CC(=O)N(Cc1ccccc1)c1cccc([N+](=O)[O-])c1	1.0	8.7	-8.2
8	CC(=O)Oc1ccccc1Cn1cc(C(=O)NCc2ccco2)sc1=O	.	-10.4	7.7
9	C#CCn1c(=NC(=O)CN2C(=O)CCC2=O)sc2cc3c(cc21)OCCO3	-7.5	-6.5	-0.7
10	CCc1cccc2c(C(CC(=O)N(CCN(C)C)Cc3ccccc3)c3ccccc3OC)c[nH]c12 (stereo unspecified)	-3.0	-5.4	-1.4
11	CN1C(=O)C[C@@H](C(=O)N2CCN(c3c(Cl)cncc3Cl)CC2)[C@@H]1c1cccnc1	.	2.7	-1.4
12	NNCCc1ccccc1	-4.3&-4.0	-1.0&-5.2&0.5&-7.7&9.1&-1.0	-1.7&-0.5&-14.2&-10.8&1.0&0.5
13	O=C(Cn1ccn2nc(-c3ccccc3)cc2c1=O)Nc1cc(C(F)(F)F)ccc1Cl	-7.8	-4.7	1.9
14	Fc1ccc(C2NC(=S)NC3=C2N2CCC3CC2)cc1 (stereo unspecified)	.	-4.9	-0.8
15	Clc1ccccc1CNCC1CC(c2ccccc2Cl)=NO1 (stereo unspecified)	-4.8	-2.1	-1.9
16	CN(C)CCNC(=O)c1cnn(CC(F)(F)F)c1-c1ccccc1	-5.0	-2.5	-3.3
17	O=C(CCC1(Cc2cccs2)CCC(=O)N1)NC1Cc2ccccc2C1 (stereo unspecified)	.	-6.5	5.2
18	Cc1nc2c(c(=O)n1C)CCN(C(=O)C[C@@H]1C[C@@H]3C=C[C@H]1C3)CC2	.	0.5	-4.8
19	O=C(NC1CC1)C1CNCCN1C(=O)c1ccccc1Oc1ccccc1 (stereo unspecified)	-11.7	-5.0	-1.9
20	CCOc1cccc(NC(=O)C2CC(=O)N(C)C(=Nc3ccc(F)cc3)S2)c1 (stereo unspecified)	1.6	6.4	-1.1
21	O=C(CNc1ccc(SC(F)F)cc1)NCc1ccccc1Cl	.	-0.4	-0.9
22	COc1cccc(CN2CCN(c3ccccc3OC)C(=O)C2C)c1 (stereo unspecified)	-5.2	-8.1	13.2
23	COC(=O)Cc1c(C(=O)OC)sc(N)c1C(=O)OC	-8.5	-6.9	-1.9
24	N#CC(C#N)=C/C=C(/Cl)c1ccccc1	.	2.0	4.0
25	Cn1c(=O)c2c(-c3cccc([N+](=O)[O-])c3)n(Cc3ccccc3)cc2n(C)c1=O	.	-4.0	-13.4
26	CC1(C)CC(=O)c2c(oc3ccc(NS(=O)(=O)c4cccc5ccccc45)cc23)C1	.	-1.2	-5.9
27	c1ccc2oc(-c3nc(N4CCCCCC4)c4ccccc4n3)cc2c1	-3.2	-1.0	-3.1
28	CCOC(=O)C1(Cc2ccccc2C)CCCN(C(=O)CSc2nnc(C)s2)C1 (stereo unspecified)	.	-3.1&2.2	4.0&3.4
29	CCOC(=O)c1[nH]c(CSCC(=O)c2cc(C)n(C)c2C)c(C(=O)OCC)c1C	.	2.5	4.0
30	CCC(CO)Nc1nc(Nc2cc(C)ccc2C)c2nccnc2n1 (stereo unspecified)	.	7.8	9.2

# Entries by screen from the entries so far.
# Entries 3 to 9 in hcGAS lum, in turn: -4.4, -2.6, -4.6, -3.1, 8.7, -10.4, -6.5
# Entries 3 to 9 in mcGAS inh, in turn: -4.0, -3.5, ., -3.8, 1.0, ., -7.5
# Entries 3 to 9 in NPYLR7 ag, in turn: -0.8, -0.8, 1.5, 21.4, -8.2, 7.7, -0.7

# The results go on:
No.	mol	mcGAS inh	hcGAS lum	NPYLR7 ag
31	COc1ccc(C2Nc3ccccc3C(=O)N2c2ccccc2)cc1COc1ccc(NC(C)=O)cc1 (stereo unspecified)	.	-4.4	-7.2
32	COc1cc(OC)c(C(=O)OC2CC(C)CC(C)C2)cc1OC (stereo unspecified)	.	2.0	9.4
33	Cc1cccnc1C(NC(=O)C1CCN(CCOc2ccc(F)cc2)CC1)c1ccc(F)cc1 (stereo unspecified)	-3.4	-5.9	5.9
34	Cc1occc1C(=O)N(C)C(Cc1ccccc1F)C1CCN(C(=O)c2cc3ccccc3o2)CC1 (stereo unspecified)	-10.8	-7.6	14.2
35	O=C(NCCOc1ccc2nnc(-c3ccccc3)n2n1)c1ccccc1	-7.4	-4.1	-5.8
36	COc1ccc(OC)c(S(=O)(=O)Oc2cccc3ccccc23)c1	.	-6.5	22.5
37	COC(=O)c1ccc(Cl)c(NC(=O)c2ccc(Br)cc2F)c1	.	-4.6	3.9
38	O=C(NC1CC1)c1cn(-c2ccccc2)nc1-c1cccnc1	-7.3	-9.2	7.3
39	COc1ccccc1NC(=O)C(CCSC)N1C(=O)C2CCCCC2C1=O (stereo unspecified)	-3.2	1.4	-1.2
40	NCC1Cc2cc(-c3cncc(C(=O)N4CCOCC4)n3)cc(Cl)c2O1 (stereo unspecified)	.	-5.6&-6.1	-4.5&2.9
41	CCn1nc(C(=O)O)c2c1CCN(C(=O)c1csc(CN(C)C)n1)C2	-11.9	-8.3	.
42	Cc1ccc(NC(=O)N2CCN(c3nc(Cc4ccccc4)nc4c3cnn4-c3cccc(Cl)c3)CC2)cc1	-9.7	-6.4	17.1
43	COCCN(CC(=O)N(CCc1ccc(OC)c(OC)c1)Cc1ccco1)C(=O)Nc1ccc(Cl)cc1	-4.7	-5.4	-5.3
44	N#CC=CN1CCN(C(=O)c2ccco2)CC1	-6.5	-2.3	4.7
45	COc1cn(CC(=O)Nc2cccc(C)c2C)c(CSc2ccc(C)cc2)cc1=O	-8.7	-7.5	-3.8
46	Cn1c(C(=O)N2CCc3cnccc32)cc2cc(C(F)(F)F)ccc21	.	-9.7	0.4
47	CCc1nnc2sc(CCc3ccccc3)nn12	-5.2	-6.0	2.0
48	CCCCOc1ccc(-c2nc(C=Nc3ccc(I)cc3)c(O)o2)cc1	.	-2.5	-0.9
49	CCN1Cc2ccccc2CC1C(=O)NCc1cnn2ccccc12 (stereo unspecified)	-12.4	-1.2	2.2
50	COc1ccc(OC2CCN(C(=O)C3CC3)CC2)c(C(=O)NCC[C@@H]2C[C@@H]3C=C[C@H]2C3)c1	.	-9.9	21.4
51	CN(Cc1nccn1CC(F)(F)F)c1ncnc2cc(Cl)ccc12	.	-7.2	1.6
52	Cc1cc(C)n2ncc(C3CC(=O)Nc4c3c(-c3cccnc3)nn4C)c2n1 (stereo unspecified)	-8.6	-2.3	-0.2
53	Nc1ncn(C2O[C@H](CO)[C@@H](O)[C@H]2O)c(=O)n1 (stereo partly specified)	-5.5	-8.1	-1.8
54	CC(c1ccccn1)N(C)Cc1ccc(-c2ccccn2)cc1 (stereo unspecified)	.	-7.3	5.3
55	CCOc1cccc(-c2ccccc2C(N)=O)c1	-15.5	-2.7	-3.3
56	CCOC(=O)c1c(C)n(-c2ccc(C)cc2C)c2c1cc(O)c1ccccc12	-3.8	-6.0	2.5
57	CC(C)(C)OC(=O)NC1CONC1=O (stereo unspecified)	.	-4.8	1.4
58	COc1cc(CNc2cc(-c3ccccc3)nc3ncnn23)cc(OC)c1	-4.6	-7.1	.
59	CC(C)N(CC(=O)N(Cc1cccn1Cc1ccc(Br)cc1)C1CCCCC1)C(=O)/C=C/c1ccccc1	2.5	2.4	-5.7
60	O=C(NCc1cccnc1-n1ccnc1)C1CCCN(Cc2ccco2)C1 (stereo unspecified)	.	-4.0	0.9

# Later entries
No.	mol	mcGAS inh	hcGAS lum	NPYLR7 ag
61	O=C(NN1C(=O)/C(=C/c2cccnc2)SC1=S)c1ccc(OC(F)F)cc1	1.3	-5.8	0.5
62	c1ccc(-c2cc3c(-n4nnc(-c5cccnc5)n4)ncnc3s2)cc1	.	-5.2	10.1
63	CC1CN(CC2CCCN2C(=O)Nc2ccccc2Cl)CC(C)O1 (stereo unspecified)	-7.6	-16.7	1.7
64	CC(NC(=O)C(c1ccccc1)c1ccccc1)C(=O)N1CCCCC1 (stereo unspecified)	-0.4	2.2	-3.9
65	CCC1CN(S(=O)(=O)N(C)C)CCC(=O)N1Cc1ccccc1 (stereo unspecified)	-9.0	-2.8	.
66	Cc1ccccc1C1c2ccsc2CCN1C(=O)CN(Cc1ccco1)C(=O)COCc1ccccc1 (stereo unspecified)	-2.7	-5.9	.
67	Cc1nc(CCNC(=O)N2CCOCC2C)cs1 (stereo unspecified)	.	7.4	-6.5
68	CC(C)c1ocnc1C(=O)NCC(C)(O)C(C)C (stereo unspecified)	.	3.7	3.3
69	Cc1ccc(C)c(NC(C)C(=O)N2CCN(c3ccccc3)CC2)c1 (stereo unspecified)	.	-15.6	6.4
70	CCOc1ccccc1C(=O)Nc1ccc(N2CCN(C(=O)CCCC(=O)OC)CC2)nc1	-6.8	-4.4	3.0
71	Cc1c(C)n2c3c(=O)n(Cc4ccccc4F)c(=O)n(C)c3nc2n1Cc1ccco1	-7.0	-7.8	2.6
72	COc1ccc(C(=O)CCC(=O)N2CCC(n3nccc3NC(=O)CC(C)C)CC2)cc1	.	-0.1	3.2
73	COc1cccc(C(=O)Nc2cccc(C3SCC(=O)N3c3ccccc3C(C)C)c2)c1 (stereo unspecified)	-0.3	-3.0	3.0
74	FC(F)(F)c1cccc(Cc2noc(CN3CCOc4ccccc4C3)n2)c1	-9.1	-2.2	14.5
75	CCc1ccc(S(=O)(=O)Nc2cccc(-c3ccc(OC)nn3)c2)s1	-7.0	-7.3	0.9
76	CCc1ccc(-c2c(-c3ccccc3)ncn2Cc2nnc(C)o2)o1	-9.8	-8.3	.
77	Cc1nc(CSCC(=O)Nc2ccc(CN3CCCC(C)C3)cc2)cs1 (stereo unspecified)	.	-2.3	-0.2
78	CC(C)C(NC(=O)C1=Cc2ccccc2OC1)c1ccc(F)cc1 (stereo unspecified)	.	18.0	-1.7
79	Cc1ccc(Oc2ccc(-c3nc(N)nc(N)n3)cc2)cc1	-5.0	-3.9	6.4
80	COC(=O)Cn1c(=N)n(Cc2ccccc2)c2ccccc21	.	-2.2	-0.3
81	CC(=O)Nc1ccc(NC(=O)C(C2CCCC2)N2CCN(C(=O)CC(C)(C)C)CC2)cc1 (stereo unspecified)	-4.8	-2.9	-1.4
82	CC1Sc2ccc(C#N)cc2N(Cc2ccc(S(C)(=O)=O)cc2)C1=O (stereo unspecified)	.	-2.8	3.1
83	N#Cc1c2n(c(=O)n(CC(O)c3ccccc3)c1=O)CCCCC2 (stereo unspecified)	-0.9	5.7	-7.4
84	C=CCNC(=O)N(CC1CCCO1)C1CCCC1 (stereo unspecified)	.	-18.1	-1.6
85	CNC(=O)c1c(NC(=O)Cc2ccc(C)cc2C)sc(C)c1C	.	5.9	7.6
86	Cc1ccc(Cc2nc(CSc3cc(Cl)ccc3Cl)cs2)cc1	-7.0	-5.7	1.8
87	O=c1c2cnn(CCO)c2ncn1Cc1ccccc1	.	-14.2	18.7
88	CC(=O)[C@H]1CCC2C3C=CC4=CC(=O)CC[C@@]4(C)C3CC[C@@]21C (stereo partly specified)	.	-4.6	-4.5
89	O=C(CC1CCC(=O)N1)NCc1ccc2[nH]c3c(c2c1)CCCCCC3 (stereo unspecified)	.	-4.8	16.4
90	CC(C)c1ccccc1NC(=O)CN1c2ccccc2CC1C (stereo unspecified)	.	-13.5	-7.3

# Remaining list, next part
No.	mol	mcGAS inh	hcGAS lum	NPYLR7 ag
91	FC(F)(F)c1cccc(Nc2nc(-c3ccco3)nc3ccccc23)c1	-3.6	-0.7	27.6
92	Cc1ccc(CNC(=O)CSc2nc(=O)[nH]c3c2CCC3)cc1	-8.9	-9.9	-0.6
93	NC(=O)c1nccnc1C(=O)NC1CC1c1c(F)cccc1Cl (stereo unspecified)	.	0.3	5.7
94	CC1Cc2ccccc2N1Cc1cc(=O)c(OCC(=O)Nc2cccc(C(F)(F)F)c2)co1 (stereo unspecified)	1.0	1.4	-0.7
95	O=C(CCC1CCCN(Cc2cccc3cccnc23)C1)NC1CC1 (stereo unspecified)	.	-10.4	1.6
